GSIS activator: GLuc luminescence reporter in INS-1E cells, primary screen for activators of glucose-dependent secretion of insulin | INS-1E GLuc reporter insulin secretion, 2-3 h | actives 0.61% (n = 370,000) | activation, % at 16.6 µM;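 active = lowest replicate activation of at least 40%, so every replicate reaches that level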;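 also: 0% = median of neutral control wells and 100% = median of IBMX positive control wells; some compounds called inactive have numbers as strong as hits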
DENV2 CPE: inhibitors of DENV2 cytopathic effect, primary screen, cell-based, plate reader, single concentration; CPE inhibition, % at 9.99 µM; actives 1.7% (n = 350,000); DENV2-infected cells, cytopathic effect rescue; in the data active = CPE inhibition above about 20%, passing the limit was not always enough; inconclusive = no clear call, values can overlap the other calls; tested in BHK-21 cells;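 also: 0% = median of neutral control wells and 100% = median of positive control wells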
FN deposit inh: inhibitors of fibronectin matrix deposition, primary screen, AH1F cells, Alexa488-fibronectin fluorescence, plate reader; AH1F fibroblasts, overnight; actives 0.086% (n = 350,000); inhibition, % at 12.6 µM;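 active = mean inhibition across replicates of 30% or more, regardless of how many single replicates reach that level; inconclusive = mean under 30% yet at least half of replicates reach 30%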;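 also: positive control wells lacked labelled fibronectin entirely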
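Assay system: AH1F fibroblast monolayer, labelled fibronectin deposition. Amount: 10000 cells per well. Also added: labelled fibronectin 24 nM. Compound: single-point pinned compound. Incubation: cell attachment 1 h, compound and FN exposure overnight. Detection: fluorescence after three HBSS washes, excitation 485 nm, emission 525 nm. Read-out: inhibition of fibronectin deposition signal.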
miR122 inh: miR-122 Renilla sensor signal increase in Huh7, primary screen, miR-122 inhibitor project, cell-based, single point, plate reader | Huh7 miR-122 Renilla luciferase sensor, 48 h; neutral wells = 0, positive control = 100 | activation (reporter increase), % at 12.5 µM | actives 0.3% (n = 340,000) | AID 602342, 2012;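 active = mean replicate activation score at least 90 and every replicate individually at or above 90; inconclusive = only one of the two criteria met; inactive = neither criterion met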;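 also: higher luciferase means less miR-122 activity so hits act as miR-122 inhibitors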
EWS-Fli block: EWS/Fli-driven NR0B1 reporter inhibitors, primary screen, A673 cells, NR0B1 luciferase, luminescence, MLPCN library; viability-normalised; inhibition, % at 12.6 µM; actives 0.67% (n = 350,000);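 active = mean inhibition of at least 50% after viability correction, with every replicate also passing that limit; inconclusive = mean reaches 50% but only one of two replicates passes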;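 also: firefly luciferase signal divided by Alamar Blue viability fluorescence both relative to DMSO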
PAX8 inh HTS: inhibitors of PAX8-driven TPO luciferase reporter, primary screen, RMG-I cells, single concentration. SteadyGlo, 24 h. inhibition, % at 12.6 µM. actives 1.2% (n = 360,000);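 active = mean replicate inhibition at least 60% with every replicate also reaching 60%; inconclusive = only one of the two criteria is met; inactive = mean below 60% and not all replicates reaching 60%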;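 also: luciferase light reporting Pax8 driven TPO promoter activity; plate controls were median of neutral control wells for no effect and mitoxantrone controls for full effect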
CFTR F508del cor: F508del CFTR correction, initial screen, CFBE line, single point. CFBE cells, YFP halide quenching; stimulated with forskolin plus potentiator P3; % fluorescence drop versus neutral controls. actives 0.36% (n = 350,000). AID 720511, 2013. activity (quench increase), % at 7.58 µM;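 active = mean added fluorescence quench of at least 8% versus neutral control, with both replicates also reaching 8%; inconclusive = only one of the mean or replicate conditions met; inactive = mean below 8% and not both replicates reaching 8%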;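 also: cells transiently co-express mutant CFTR-F508del with the halide-sensitive YFP; corrector assay measuring rescue of mutant channel to the surface after 24 h compound exposure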
Starred values were filed as active, the others as inactive; ? = inconclusive; . = not tested or not shown; & = joins results of further samples; [ ] = another dose, or the depositor's remark.

SMILES	GSIS activator	DENV2 CPE	FN deposit inh	miR122 inh	EWS-Fli block	PAX8 inh HTS	CFTR F508del cor
O=C(NCc1ccco1)C1CCCN(S(=O)(=O)c2cnc[nH]2)C1 (centres undefined)	1	-10	-3	-1	-4	8	-1.9
COc1ccc(C(CNC(=O)COc2ccc(F)cc2Br)N2CCCC2)cc1 (centres undefined)	13	-5	-4	.	2	0	-4.3
O=S(=O)(N(Cc1ccccc1)[C@H](CO)Cc1ccccc1)N(Cc1ccccc1)[C@H](CO)Cc1ccccc1	7	-5	-1	-3	24	22	3.1
CCOc1ccc(S(=O)(=O)NCCCN2CCOCC2)cc1	15	-4	.	-3	-2	.	0.3
C[C@H](CO)N1C[C@H](C)[C@@H](CN(C)Cc2ccc3c(c2)OCO3)OCCCC[C@H](C)Oc2ccc(NC(=O)Cc3ccccc3)cc2C1=O	-18	?	.	24[16.7 µM]	19	-8	0.1
CCCN(CC(=O)Nc1cc(C)on1)CC(=O)Nc1ccc(F)c(F)c1F	-3	3	.	.	2	14	-4.3
O=C(c1ccccn1)N1C[C@H]2[C@@H](c3ccccc31)[C@@H](CO)N2C(=O)C1CCCCC1	-1	5	-19	-19[16.7 µM]	-1	-10	-2.8
Cc1cc(Cl)ccc1NC(=O)c1ccc2c(c1)CCN2S(C)(=O)=O	-4	-5	3	-7	-40	10	-1.6
CN1CCN(c2ccc(Cl)cc2NC(=O)/C=C/c2ccc(F)cc2)CC1	-9	0	-2	1	14	8	-3.8
Cc1cc(C)n2nc(SCC(=O)N3CCCC3)nc2n1	.	-2	7	-1	8	.	1.3
O=C(C1CCC1)N1C[C@@H]2N[C@H](C1)C2c1ccc(-c2ccccc2F)cc1 (some centres undefined)	9&7	?	8&6	.	-2&12	.	5.3&1.8
Oc1ccc(/C=N/n2c(-c3ccccc3)n[nH]c2=S)cc1Br	-7	1	5	3	-1	5	-1.4
Cc1ccc(S(=O)(=O)N2C[C@@H]3[C@H]4CC[C@H](C4)[C@@H]3[C@@H](C)C2CC(=O)c2ccccc2)cc1 (some centres undefined)	0	-12	-3	.	7	7	-0.2
COc1ccc(C(=O)Nc2cccc(C(=O)O)c2)cc1S(=O)(=O)N1CCCC1	25	?	2	-6	4	-5	0.4
COc1ccccc1CNC(=O)C[C@@H]1C[C@@H]2c3cc(NC(=O)Nc4ccc(C(F)(F)F)cc4)ccc3O[C@@H]2[C@H](CO)O1	-2	-2	-5	10[16.7 µM]	-8	7	0.0
C[C@@H]1CN([C@H](C)CO)C(=O)c2cccc(NC(=O)Nc3ccc4c(c3)OCO4)c2O[C@@H]1CN(C)Cc1ccc(-c2ccccc2)cc1	-9	-1	19	1[16.7 µM]	6	.	4.3
COc1ccc2c3c(n(C)c2c1)[C@@H](CO)N(CC1CC1)CC31CCN(C(=O)Nc2c(C)noc2C)CC1	-2	18	.	.	19	.	1.6
O=C(Nc1ccc(F)cc1)C1CCCN1S(=O)(=O)c1ccc(Br)cc1 (centres undefined)	-30	7	.	.	-1	9	-0.9
NC(=O)CN1C(=O)C(=O)N(Cc2ccccc2)C1=O	12	-5	-4	.	6	11	-0.4
O=C(c1ccc(N2CCOCC2)cc1)c1cccs1	.	.	-7	1	.	-125	.
COCCOC(=O)c1c(C)oc2ccc(NS(=O)(=O)c3ccc(C)cc3)cc12	-9	0	-15	103*	-10	-5	3.6
CCCCc1c(CCC)c(=N)c2ccccc2n1C	.	.	2	17	.	10	.
CCOC(=O)N1CCN(C(=O)c2ccc(CNS(=O)(=O)c3ccc(NC(C)=O)cc3)cc2)CC1	7	13	-5	-6	.	3	-2.6
COc1cccc(NC(=O)N[C@@H]2C=C[C@H](CC(=O)Nc3ccc(-c4ccccc4)cc3)O[C@@H]2CO)c1	-21	-5	5	.	6	38	0.4
C=CCNS(=O)(=O)CC12CCC(CC1=O)C2(C)C (centres undefined)	.	.	-15	-5	.	15	.
New compounds follow
SMILES	GSIS activator	DENV2 CPE	FN deposit inh	miR122 inh	EWS-Fli block	PAX8 inh HTS	CFTR F508del cor
N#C/C(=C(/O)CSc1ccccn1)c1nc2ccccc2s1	-9	1	-29	.	-14	-6	2.7
C[C@H]1CN([C@@H](C)CO)C(=O)c2cccc(NS(C)(=O)=O)c2O[C@H]1CN(C)Cc1ccccc1	2	14	.	4[16.7 µM]	-6	3	2.5
Cc1ccc(C)c(N2CC(C(=O)O)CC2=O)c1 (centres undefined)	4	-2	8	.	4	9	6.1
C[C@@H]1CCCCO[C@H](CN(C)C(=O)Cc2ccccc2)[C@H](C)CN([C@@H](C)CO)C(=O)c2cc(NC(=O)NC3CCCCC3)ccc2O1	-11	-16	.	-1[16.7 µM]	-3	18	1.1
CC(NNC(=S)N1CCCCCC1)c1ccc2ccccc2n1 (centres undefined)	-10	?	5	.	3	81*	-4.3
C[C@H]1CN([C@@H](C)CO)C(=O)c2cc(C#Cc3ccccc3F)cnc2O[C@H]1CN(C)C(=O)C1CCOCC1	-4	-11	5	-1[16.7 µM]	-21	-1	-3.1
Cc1ccc(OCCCCn2ccnc2)c(Cl)c1	-12	4	.	7	-48	.	1.3
Cc1ccc2cc3cc(C(=O)NCCCN4CCCC4)oc3nc2c1	8	5	-7	-5	-15	-32	1.3
CCCCCC(C)n1[nH]c(=O)c2c(C)cc(C)nc21 (centres undefined)	8	-8	-1	-2	-2	-17	3.6
C[C@@H]1CCCCO[C@H](CN(C)C(=O)NC2CCCCC2)[C@H](C)CN([C@@H](C)CO)C(=O)c2cc(NC(=O)Nc3ccc4c(c3)OCO4)ccc2O1	-1	0	-10	4[16.7 µM]	-8	10	0.4
CN(C)C(=O)c1ccc(-c2ccc(C3[C@H]4CNC[C@@H]3N4C(=O)NC3CCCCC3)cc2)cc1 (some centres undefined)	-5	-8	-3	.	.	.	-3.1
COc1ccc(-c2cc(N3CCCC3)n3ncnc3n2)cc1	.	.	4	0	.	15	.
C[C@H]1CN([C@@H](C)CO)C(=O)CCCn2cc(nn2)CO[C@H]1CN(C)C(=O)Nc1ccc(N2CCN(C)CC2)cc1	23	5	-6	-5[16.7 µM]	-1	2	4.4
Cc1cccc(C(=O)N/N=C/c2ccccn2)c1	-11	.	3	.	.	-107	.
CC(C)NC(=O)NCC[C@H]1CC[C@H](NS(=O)(=O)c2ccc(-c3ccccc3)cc2)[C@H](CO)O1	1	1	.	.	6	21	-2.9
O=C(Cn1c(=O)oc2ccccc21)Nc1ccc(Cl)cc1Cl	-15	-4	0	.	3	0	2.1
Cn1c(=O)[nH]c(=O)c2c1nc(N1CCCC1)n2CCCSc1nc2ccccc2o1	.	.	-1	3	.	10	.
CC(C)C(=O)N(Cc1ccc(F)cc1)Cc1nc2ccccc2c(=O)[nH]1	18	1	1	.	2	-7	1.9
COc1ccc(C(=O)NCCCOC(=O)c2ccc(OC)cc2)cc1	3	-3	2	-3	-6	.	4.0
CCc1nnc(NC(=O)CSc2nnc(-c3cccnc3)n2C)s1	11	5	3	-10	-6	-6	1.9
CO[C@H]1CN(C)C(=O)c2cc(NC(=O)c3nc4ccccc4s3)ccc2OC[C@@H](C)N(Cc2cncnc2)C[C@H]1C	-35	-1	5	.	-14	.	0.8
Nc1nc(SCC(=O)Nc2ccc([N+](=O)[O-])cc2)n[nH]1	-5	15	-1	.	-1	-21	2.8
COc1ccc(N(CC(=O)NCCSCc2cccc(Cl)c2)S(C)(=O)=O)cc1Cl	-7	0	5	8	-2	15	-0.3
CCOC(=O)C1=C(C)Nc2ccccc2N/C1=N\S(=O)(=O)c1cc(C(=O)O)ccc1Cl	8	1	4	.	-5	8	-2.4
O=C(C[C@H]1C=C[C@@H](NC(=O)Cc2cccnc2)[C@@H](CO)O1)Nc1ccccc1	3	-5	.	.	6	-2	-1.0

In the list so far, 3 have a COOH group:
SMILES	GSIS activator	DENV2 CPE	FN deposit inh	miR122 inh	EWS-Fli block	PAX8 inh HTS	CFTR F508del cor
COc1ccc(C(=O)Nc2cccc(C(=O)O)c2)cc1S(=O)(=O)N1CCCC1	25	?	2	-6	4	-5	0.4
Cc1ccc(C)c(N2CC(C(=O)O)CC2=O)c1 (centres undefined)	4	-2	8	.	4	9	6.1
CCOC(=O)C1=C(C)Nc2ccccc2N/C1=N\S(=O)(=O)c1cc(C(=O)O)ccc1Cl	8	1	4	.	-5	8	-2.4

(cont.)
SMILES	GSIS activator	DENV2 CPE	FN deposit inh	miR122 inh	EWS-Fli block	PAX8 inh HTS	CFTR F508del cor
COc1cccc(OCc2nc3ccccc3[nH]2)c1	.	?	-2	-10	-73	-176	-3.6
CC1(c2ccc3ccccc3c2)NC(=O)N(CC(=O)N2CCN(S(=O)(=O)c3ccccc3F)CC2)C1=O (centres undefined)	-12	7	5	.	13	43	-0.5
COc1cc(NC(=O)c2ccc3c(SCC(=O)O)c4c(nc3c2)CCC4)cc(OC)c1OC	1	0	-2	7	-5	-11	-2.9
NS(=O)(=O)c1ccc(CCNC(=O)CCNS(=O)(=O)c2ccccc2C(F)(F)F)cc1	10	-2	-23	-6	0	-8	6.7
COc1ccc(C2/C=C\CN(C(=O)c3ccc(C)cc3)CC(=O)N2Cc2ccc(F)cc2)cc1 (centres undefined)	-39	9	2	2	-4	4	1.6
CC(=O)c1ccc(N2CCN(S(=O)(=O)c3c(C)[nH]c(C)c3C(=O)N3CCCC3)CC2)cc1	-2	7	2	-5	-5	-31	-2.4
C=CCOc1cccc(C2C(C(=O)c3ccco3)=C(O)C(=O)N2Cc2ccncc2)c1 (centres undefined)	.	.	8	-1	.	-14	.
O=C(/C=C/c1ccc([N+](=O)[O-])cc1)NCc1ccccn1	0	.	-2	5	.	13	.
CN(C)CCCN(Cc1cc2cc3c(cc2[nH]c1=O)OCO3)C(=S)NCc1ccco1	3	0	6	-1	12	-11	-0.4
O=C(NCC(c1ccco1)N1CCCCC1)c1ccc(COc2ccc(Cl)cc2)cc1 (centres undefined)	-43	5	-2	-9	28	18	2.6
CNC[C@H]1Oc2ccc(NC(=O)Cc3ccccc3)cc2C(=O)N([C@H](C)CO)C[C@@H]1C	-4	3	-1	0[16.7 µM]	2	21	-1.8
CC(C)(C)c1ccc(NC(=O)Nc2ccc(F)cc2)cc1	12	-11	-5	7	-126	-110	-10
CCCNC(=O)N1CCN(S(C)(=O)=O)CC1	-14	3	4	.	3	15	1.2
OCCNc1ncnc2c1nnn2Cc1ccccc1Cl	.	-9	-2	-2	-4	-7	-3.7
CC12CCC(C(=O)N(CCCCN3CCN(c4ccccn4)CC3)C1=O)C2(C)C (centres undefined)	-1	-7	1	.	6	-3	-3.1
CC(=O)N1CN(S(=O)(=O)c2ccc(C)cc2)CC1C (centres undefined)	3	7	.	1	-5	.	2.8
CCOc1ccc(NC(=O)CN(c2cccc(C(F)(F)F)c2)S(C)(=O)=O)cc1	.	.	9	65	.	18	.
Cc1ccc(NC(=O)c2ccc(=O)[nH]n2)cc1S(=O)(=O)Nc1ccccc1Cl	2	-8	4	35	-3	25	-9.2
COc1cccc(C2C(C#N)=C(N)Oc3cc(C)oc(=O)c32)c1OC (centres undefined)	.	.	5	-5	.	-1	.
O=C1CCCCC(=O)N(c2ccccc2)c2ccccc21	.	.	-3	-4	.	1	.
O=C(N/N=C/c1ccccc1[N+](=O)[O-])c1cccs1	4	19	2	-2	-91	-62	-1.9

An excerpt from above in order of their number in miR122 inh, falling.
smiles	GSIS activator	DENV2 CPE	miR122 inh	CFTR F508del cor
O=C(/C=C/c1ccc([N+](=O)[O-])cc1)NCc1ccccn1	0	.	5	.
O=C(N/N=C/c1ccccc1[N+](=O)[O-])c1cccs1	4	19	-2	-1.9
COc1cccc(C2C(C#N)=C(N)Oc3cc(C)oc(=O)c32)c1OC (centres undefined)	.	.	-5	.

Screening results as filed in PubChem BioAssay.

This is a random part of the collection (roughly 3.9% active in at least one column).
